Bioassay records (PubChem)
EPAC2 ag = qHTS for Agonist of cAMP-regulated guanine nucleotide exchange factor 4 (EPAC2): primary screen. Rap guanine nucleotide exchange factor 4 (Homo sapiens), Q8WZA2. EPAC2 activation, biochemical qHTS; response scale: 100% = 6.5 mM cAMP response. Potency, µM (doses to about 154 µM), for the others: at the top dose activation, actives largely listed as activators. 360,000 compounds, 0.079% hits. AID 720711, 2013; also: nearly all actives have a fitted effect of over 50% in size
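Nucleotide exchange monitored as fluorescence drop when BODIPY-GDP leaves Rap1B. Reaction: 100 nM EPAC2, 250 nM RAP1B-BODIPY-GDP, 50 uM GDP, room temperature, kinetic read over 30 min. Activity expressed relative to 6.5 mM cAMP.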
EPAC1 ag = qHTS for Agonist of cAMP-regulated guanine nucleotide exchange factor 3 (EPAC1): primary screen. Rap guanine nucleotide exchange factor 3 (Homo sapiens), O95398. EPAC1 agonist qHTS, biochemical assay; response scale: 100% = response to 6.5 mM cAMP. Potency, µM (top dose mostly 154 µM), without a hit: at the highest dose activation, hits mostly activators. 360,000 compounds, 0.073% hits. AID 720707, 2013; also: nearly all actives have a fitted effect of over 60% in size
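Compounds were pinned as a concentration titration into mixtures of EPAC1 (100 nM), BODIPY-GDP-loaded Rap1B (250 nM) and GDP (50 uM). After 5 min at room temperature, fluorescence was followed for 30 min; activity was scaled to 6.5 mM cAMP.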
FUS suppressor = qHTS for Suppressors of FUS Proteinopathy: Primary screen using FUS-linked yeast assay; S. cerevisiae FUS-expressing, growth rescue, OD600, 24 h; Potency, µM (titrated, usually from 76.6 µM), inactives show top-dose growth rescue (activation), actives largely listed as activators; 390,000 compounds, 0.24% hits;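 also: plate controls were DMSO vehicle for no effect and reference control for full effect; nearly all actives have a fitted effect of over 55% in size; some results filed as inactive show a strong effect at the top dose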
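Restored growth of FUS-toxic S. cerevisiae, read as 600 nm absorbance after 24 h at 30C in galactose medium (starting OD 0.005). Controls CP55940 and DMSO.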
EPAC2 antagonist = qHTS for Antagonist of cAMP-regulated guanine nucleotide exchange factor 2 (EPAC2): primary screen. Rap guanine nucleotide exchange factor 4 (Homo sapiens), Q8WZA2. EPAC2 GEF exchange of Rap1B-BODIPY-GDP, fluorescence. Potency, µM (highest dose often 114 µM), inactives show at the highest dose activity, negative = inhibition, hits mostly inhibitors. 360,000 compounds, 0.18% hits; also: % is scaled to controls: 0 for no effect and ±100 for the full control effect; nearly all actives have a fitted effect of over 45% in size; many of its hits are not listed in these tables
aSyn yeast inh = qHTS of alpha-syn Inhibitors. 370,000 compounds, 0.14% hits. Yeast expressing alpha-synuclein, growth rescue, BacTiter-Glo, 24 h. Potency, µM (series often up to 46.1 µM), for inactives: top-dose growth rescue (activation), actives largely listed as activators; also: % of control where 0% means no effect; nearly all actives have a fitted effect of over 65% in size
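Rescue of yeast growth: cells expressing toxic alpha-synuclein, induced in galactose at OD600 0.02, incubated with compound 24 h at 30 C. ATP luminescence quantified growth; inhibitors of toxicity appear as activators.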
PTHR1 agonist = qHTS for PTHR1 Agonists: Primary Screen; Parathyroid hormone/parathyroid hormone-related peptide receptor (Homo sapiens), Q03431; HEK293 GP2 PTHR1 cells, GloSensor cAMP luminescence, 1 h; Potency, µM (highest dose often 115 µM), without a hit: top-dose activation, usual class: activators; 410,000 compounds, 0.075% hits; AID 743266, 2014; also: nearly all actives have a fitted effect of over 55% in size; some results filed as inactive show a strong effect at the top dose; inactives centre near -15; many of its hits are not listed in these tables
Target sequence (Q03431 whole entry, looked up): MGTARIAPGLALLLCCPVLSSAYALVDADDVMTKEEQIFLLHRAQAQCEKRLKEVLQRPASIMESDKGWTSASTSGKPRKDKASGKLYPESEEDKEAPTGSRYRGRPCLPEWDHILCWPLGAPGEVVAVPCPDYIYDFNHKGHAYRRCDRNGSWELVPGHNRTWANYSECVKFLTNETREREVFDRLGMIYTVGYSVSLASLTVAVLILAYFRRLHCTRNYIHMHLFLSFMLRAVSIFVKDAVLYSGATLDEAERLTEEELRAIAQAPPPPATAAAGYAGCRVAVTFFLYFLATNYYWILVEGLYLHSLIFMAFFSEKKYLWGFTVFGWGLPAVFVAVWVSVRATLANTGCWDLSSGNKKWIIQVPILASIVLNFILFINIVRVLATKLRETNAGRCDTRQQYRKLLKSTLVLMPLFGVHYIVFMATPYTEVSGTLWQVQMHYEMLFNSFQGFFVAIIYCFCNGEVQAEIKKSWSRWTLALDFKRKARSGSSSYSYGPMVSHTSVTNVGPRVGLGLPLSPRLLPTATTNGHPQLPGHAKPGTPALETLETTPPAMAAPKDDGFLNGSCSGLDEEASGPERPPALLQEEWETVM
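HEK-293-derived GP2 cells expressing PTHR1 and a GloSensor cAMP reporter, 3,000/well, plated overnight, given luciferin plus IBMX (each 0.5 mM as added) for 1 h at 37 °C, then compound for 1 h at 37 °C. Luminescence was read after 15 min at room temperature.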
EPAC1 antagonist = qHTS for Antagonist of cAMP-regulated guanine nucleotide exchange factor 3 (EPAC1): primary screen | 360,000 compounds, 0.14% hits | AID 720709, 2013 | Rap guanine nucleotide exchange factor 3 (Homo sapiens), O95398 | EPAC1 GEF assay, Rap1b-BODIPY-GDP exchange fluorescence | Potency, µM (titrated, usually from 115 µM), for inactives: at the highest dose activity change, negative = inhibition, actives largely listed as inhibitors;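 also: plate controls were vehicle for no effect and positive control for full effect; nearly all actives have a fitted effect of over 50% in size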
TDP43 rescue = qHTS of TDP-43 Inhibitors; TDP-43 expressing yeast growth rescue, BacTiter-Glo, 24 h; Potency, µM (highest dose often 46.1 µM), for the others: at the highest dose growth rescue (activation), hits mostly activators; 410,000 compounds, 1.8% hits; AID 652104, 2013; also: % of control where 0% means no effect; nearly all actives have a fitted effect of over 50% in size
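Yeast expressing TDP-43 (pregrown in raffinose, seeded at OD600=0.02 in galactose medium) exposed to compounds 24 hr at 30 deg C. Growth read by BacTiter-Glo luminescence; rescue of toxicity appears as increased signal.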
Active calls of the source: *; i = inactive; ? = inconclusive; nt = not tested or not shown; [ ] = dose if it differs, or a comment. Calls follow the shape of the dose curve; as a rule, active = well fitted curve in the direction sought with a large enough effect; inconclusive = small, poorly fitted or top-dose-only effect, or another doubt; inactive = no such curve, though single readings can be large; an effect the other way counts as inactive or inconclusive. Potency is read from the fitted curve at half-maximal effect.

smiles	EPAC2 ag	EPAC1 ag	FUS suppressor	EPAC2 antagonist	aSyn yeast inh	PTHR1 agonist	EPAC1 antagonist	TDP43 rescue
CCOC(=O)c1c(NC(=O)CN2CCCc3ccccc32)sc(C)c1CC	1%	-3%	nt	1%	0%	-40%[inhibitor]	8%	-26%
COCCN(C(=O)CCC(=O)Nc1ccccn1)C(C(=O)NC(C)(C)C)c1ccc(OC)cc1 (stereo not drawn)	4%	1%	16%	6%	-5%	i	10%	7%
CCc1nc2ccc(C(=O)NCc3ccc(OC)cc3)cn2c1N(C)C(=O)Cc1ccccc1	7%	-6%	8%	2%	1%	8%	12%	-11%
CCn1c(=O)c2cc(C(=O)Nc3ccc(OC)cc3OC)sc2c2ccccc21	1%	4%	-14%	8%	2%	i	19%	-4%
CCOc1ccc(Cl)cc1S(=O)(=O)N1CCC(C(=O)NCc2ccco2)CC1	-3%	-1%	17%	-1%	4%	i	5%	-12%
O=C(N/N=C/c1cccc([N+](=O)[O-])c1)c1c[nH]c2ccccc12	4%	-14%	-2%	-6%	-5%	i	6%	-18%[1.82 µM]
Cc1ccc(NC(=O)COC(=O)C2CCN(c3ccc(C(F)(F)F)cn3)CC2)cc1C	-5%	-3%	22%	-11%	0%	-37%	-14%	1%
CC1CCN(C(=O)c2cc3c(ccc4ccccc43)o2)CC1	3%	-3%	16%	-26%	10%	-33%[inhibitor]	-5%	29%
CCC(OC(=O)CCc1nc2ccccc2[nH]c1=O)C(=O)c1ccccc1 (stereo not drawn)	10%	8%	13%	-1%	9%	-23%	-10%	22%
O=C(O)C1CCN(C(=O)COc2ccc(Br)cc2)CC1	-5%	-4%	0%	-7%	0%	i	-14%	-5%[0.397 µM]
Cc1nnc(-n2ncc(C#N)c2N)c2nn(-c3cccc(Cl)c3)c(C)c12	3%	3%	9%	-4%	nt	i	1%	-10%
COc1ccc(CC(=O)N2CC(C)CC(C)C2)cc1 (stereo not drawn)	7%	6%	0%	4%	2%	1%[57.5 µM]	0%	7%
COc1ccc(C2(NC(C)=O)CCN(Cc3cccnc3)CC2)cc1	-6%	9%	0%	9%	0%	-2%	0%	-16%
CCc1ccccc1N(C1=NCCCS1)S(=O)(=O)c1ccc(C(C)(C)C)cc1	6%	-3%	nt	-13%	-17%	-27%	-8%	-22%
Cc1oc2c(CN3CCCCC3)c(O)ccc2c(=O)c1-c1ccc(Cl)cc1	1%	6%	4%	14%	2%	-17%	5%	0%
COc1cc(/C=N\Nc2nc3ccccc3o2)cc(OC)c1OC	-21%	1%	16%	-3%	-7%	-69%[inhibitor]	8%	9%
Cc1nc(-c2ccc(S(=O)(=O)NCc3ccc(OC(C)C)cc3)cc2)co1	nt	nt	-12%	nt	-5%	-36%[inhibitor]	nt	?
O=S1(=O)CC2NC(=S)N(c3cccc(Br)c3)C2C1 (stereo not drawn)	4%	0%	8%	-3%	-1%	i	-20%	0%
CC(C)(C)c1nnc(N/N=C/c2ccc(O)cc2)n(N)c1=O	10%	3%	18%	-1%	4%	i	-22%	4%
COc1ccc(C(=O)Nc2cc3c4c(c2)CC(=O)N4CCC3)cc1	-6%	2%	26%	7%	14%	-96%[inhibitor]	6%	-15%
COc1ccc(OC)c(C2C(C#N)=C(N)N(N(C)C)C3=C2C(=O)CCC3)c1 (stereo not drawn)	16%	7%	8%	-4%	-15%	i	2%	-8%
CCn1c(=N)n(CCO)c2ccccc21	2%	1%	-17%	-1%	-2%	-7%	-1%	-7%
CCCCCc1cc(=O)oc2c(C(CCN3CCCC3)c3cc(OC)c(OC)c(OC)c3)c(OC)cc(OC)c12 (stereo not drawn)	14%	-1%	?	-11%	-8%	i	-15%	6%
COc1ccc(OC)c(Nc2ncnc3ccccc23)c1	12%	6%	18%	-1%	-2%	-8%[57.5 µM]	-6%	6%
CCOC(=O)c1cccc(NC(=O)/C(=C\c2ccccc2)NC(=O)c2ccccc2Cl)c1	5%	2%	-6%	-1%	2%	i	-6%	-2%

Profiles as entered above. Values in the order: EPAC2 ag | EPAC1 ag | FUS suppressor | EPAC2 antagonist | aSyn yeast inh | PTHR1 agonist | EPAC1 antagonist | TDP43 rescue
Profile of COc1ccc(C2(NC(C)=O)CCN(Cc3cccnc3)CC2)cc1 → -6% | 9% | 0% | 9% | 0% | -2% | 0% | -16%
Profile of CCC(OC(=O)CCc1nc2ccccc2[nH]c1=O)C(=O)c1ccccc1 (stereo not drawn) → 10% | 8% | 13% | -1% | 9% | -23% | -10% | 22%
Profile of CCOC(=O)c1c(NC(=O)CN2CCCc3ccccc32)sc(C)c1CC → 1% | -3% | nt | 1% | 0% | -40%[inhibitor] | 8% | -26%

Additional structures:
smiles	EPAC2 ag	EPAC1 ag	FUS suppressor	EPAC2 antagonist	aSyn yeast inh	PTHR1 agonist	EPAC1 antagonist	TDP43 rescue
O=C(N/N=C/c1cc(Br)cc(Br)c1O)c1cccc(S(=O)(=O)N2CCOCC2)c1	7%	6%	24%	-2%	-1%	-28%	-2%	6%
Cc1ccsc1C(=O)Nc1nc2ccccc2[nH]1	6%	-11%	18%	-10%	-16%	-86%[inhibitor]	-7%	-13%
O=C(CSc1nnc(CCc2nc3ccccc3[nH]2)n1-c1ccccc1)NCc1ccccc1	?	-12%	3%	-4%	6%	i	12%	2%
O=C(c1ccc(N2CCCS2(=O)=O)cc1)N1CCN(c2ccccc2)CC1	9%	8%	4%	6%	-5%	-1%	12%	4%
COc1ccc(OC)c(/C=C/C(=O)N2C(=O)c3cccc(N)c3C2=O)c1	4%	-4%	nt	14%	6%	i	-8%	16%
CCOc1ccc(C2NC(=S)NC3=C2CCc2ccccc23)cc1 (stereo not drawn)	5%	9%	37%	3%	8%	-23%	2%	-12%
CCN(C(=O)COC(=O)CNC(=O)c1ccc(F)cc1)C1CCS(=O)(=O)C1 (stereo not drawn)	15%	2%	19%	0%	-5%	-23%	-8%	-3%
COc1cc2c(cc1OC)C(CSc1ccccc1C(=O)O)=NC(C)(C)C2	4%	6%	18%	5%	11%	i	-23%	-7%
COc1ccc(C(=O)Nc2cccnc2Sc2ccc(Cl)cc2)cc1	18%	10%	-14%	0%	5%	-17%	?	?
Oc1ccc(/C=N/n2c(COc3ccccc3)n[nH]c2=S)cc1O	6%	-1%	16%	2%	-4%	1%	?	1%
COc1ccc(F)c(CN2CCCC(CNS(=O)(=O)c3cccc4cccnc34)C2)c1 (stereo not drawn)	0%	22%	21%	-17%	3%	i	-3%	-4%
Cc1ccc(S(=O)(=O)N2CCOCC2)cc1NC(=O)CNCc1ccccc1Cl	3%	-8%	45%	3%	-9%	-5%	2%	-19%
Cc1ccc(CN2CCc3[nH]c(=S)[nH]c(=O)c3C2)cc1	14%	-8%	3%	-2%	-3%	-8%	-2%	2%
CC(Sc1nnc2n1CCCCC2)C(=O)Nc1ccccc1[N+](=O)[O-] (stereo not drawn)	-2%	-4%	-10%	8%	0%	-23%	5%	2%
Cc1ccc(/C=N\n2c(-c3ccccc3)n[nH]c2=S)s1	2%	-2%	10%	9%	1%	i	11%	17%
C[C@@H]1CN([C@H](C)CO)S(=O)(=O)c2ccc(C3=CCCCC3)cc2O[C@H]1CN(C)C(=O)Cc1cccnc1	9%	-15%	13%	-1%	-1%	-9%	9%	22%
O=C(c1ccc2nc[nH]c2c1)N1CCN(c2cccc(C(F)(F)F)c2)CC1	-2%	-11%	5%	0%	0%	-19%	1%	9%
Cc1ccc(-n2c(C)cn(C(=O)c3ccccc3)c2=S)cc1	23%	16%	48%	-9%	-12%	i	-16%	11%
O=c1c(OC2OC(CO)C(O)C(O)C2O)c(-c2ccc(O)c(O)c2)oc2cc(O)cc(O)c12 (stereo not drawn)	1%	-8%	-34%	9%	1%	-22%	-7%	20%
CCCNC(=O)C1(C)CCCN(CCC(=O)c2ccccc2)C1 (stereo not drawn)	7%	-2%	-13%	-2%	-1%	i	-8%	4%
CN(C)/C=N/c1[nH]ncc1C#N	-2%	-2%	-2%	3%	0%	-5%	-22%	7%
O=C(NC1CCCCC1)Oc1ccccc1	6%	4%	-8%	11%	2%	-21%	7%	28%
CC(=O)OCC(=O)[C@@]1(O)CC[C@H]2[C@@H]3CCC4=CC(=O)C=C[C@]4(C)[C@H]3[C@@H](O)C[C@@]21C	0%	-7%	-33%	1%	9%	i	15%	13%
CCOCCCNS(=O)(=O)Cc1ccccc1	-1%	-1%	-16%	2%	3%	-14%[57.5 µM]	6%	-9%
O=C(CN1CCOCC1)NNc1nc(-c2ccccc2)c2cc(Br)ccc2n1	2%	3%	-7%	7%	-1%	-40%[inhibitor]	5%	5%
Cc1ccc(C(=O)Oc2cc(C)n(C)c(=O)c2)cc1	-17%	14%	-24%	-4%	6%	-17%[57.5 µM]	-2%	-16%
CC(CN1CCOCC1)OC(=O)c1cccs1 (stereo not drawn)	-4%	-5%	5%	-10%[57.1 µM]	0%	i	-15%	-1%
CCOC(=O)c1cc(-c2ccc(C)cc2)n(CCC(=O)NCCCOC)c1C	-6%	-5%	26%	-1%	2%	-5%	12%	6%
Cc1ccc(C(=O)NC(=S)Nc2ccc(N3CCOCC3)cc2)cc1C	1%	13%	-12%	-2%	1%	-23%	-2%	3%
CCOC(=O)CNC(=O)c1ccccc1	1%	9%	23%	-12%	-3%	i	1%	3%
COc1ccccc1-n1c(SCC(=O)NC2CCCC2)nc2cccnc21	-7%	-5%	25%	5%	0%	i	13%	-7%
COc1ccc2c(c1)-c1nc(NC(=O)c3ccco3)sc1CC2	14%	13%	nt	0%	-15%	-20%	-7%	?

This is a subset. The share of hits here may be higher or lower than overall.
